Screens from PubChem BioAssay.
NPYLR7 agonist = agonists of mosquito NPYLR7 receptor, primary screen, cell-based, Aedes aegypti, calcium fluorescence, mosquito biting behavior. HEK293T NPYLR7/Galpha15, GCaMP6s calcium fluorescence. activation, % at 10 µM. 0.15% of 270,000 active. AID 1259423, 2018; in the data active means activation above about 40%;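 further: 0% = vehicle and 100% = reference agonist at the receptor; some compounds past the cut are filed as inactive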
mcGAS inh = cyclic GMP-AMP synthase inhibitors, mouse, primary biochemical chemiluminescence; Q8C6L5; recombinant cGAS, Kinase-Glo ATP depletion luminescence; inhibition, % at 12.5 µM; 0.15% of 160,000 active;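 further: 0% = negative control wells and 100% = reference inhibitor with no enzyme activity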
hcGAS lum = Primary biochemical luminescence assay for human cyclic GMP-AMP synthase inhibitors; Q8N884; recombinant h-cGAS, ATP depletion, Kinase-Glo luminescence; inhibition, % at 12.5 µM; 0.081% of 290,000 active; AID 1259398, 2018;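 further: 0% = vehicle reaction and 100% = reaction without DNA for no activity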
Target sequence (Q8N884 whole entry, looked up): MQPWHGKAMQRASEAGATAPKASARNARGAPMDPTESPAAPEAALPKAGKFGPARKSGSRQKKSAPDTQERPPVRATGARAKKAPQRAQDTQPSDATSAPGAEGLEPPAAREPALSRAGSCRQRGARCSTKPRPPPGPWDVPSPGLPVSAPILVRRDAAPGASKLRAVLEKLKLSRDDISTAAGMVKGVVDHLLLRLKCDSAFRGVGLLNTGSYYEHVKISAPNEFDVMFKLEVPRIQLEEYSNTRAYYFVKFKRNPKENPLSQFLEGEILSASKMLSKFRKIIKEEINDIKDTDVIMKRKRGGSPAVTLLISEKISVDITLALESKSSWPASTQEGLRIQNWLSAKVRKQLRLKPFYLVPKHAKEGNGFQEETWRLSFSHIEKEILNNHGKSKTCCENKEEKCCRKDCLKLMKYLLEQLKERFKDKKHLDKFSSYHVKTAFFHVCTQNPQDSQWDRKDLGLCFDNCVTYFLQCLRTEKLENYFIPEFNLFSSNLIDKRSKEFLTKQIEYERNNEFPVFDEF
Active calls of the source: *; nt = not tested or not shown. Unless noted, no stated cut-off is given here; in the data, active means inhibition above about 40%; inactive means the rest.

SMILES | NPYLR7 agonist | mcGAS inh | hcGAS lum
CN(Cc1nnc(C2CC2)o1)C1CCN(CC(=O)NC2CC2)C1 (centres undefined) | 6 | nt | -3
CC1=NC2=C(C(=O)CCC2)C(c2ccccc2F)C1C(=O)OCCc1ccccc1 (centres undefined) | -3 | -4 | -2
CCc1c(C)c(C#N)c2nc3ccccc3n2c1NCCCN(C)C | 5 | nt | -7
COc1cc2[nH]c3c(=O)n(CC(=O)NCc4c(C)nn(C)c4C)cnc3c2cc1OC | nt | -9 | -9
Cc1ncoc1C(=O)N1CCC2(CCCN(CC3CCCCC3)C2=O)C1 (centres undefined) | 2 | nt | -7
NC(=O)c1nc(-c2cccc(O)c2)nc2c1[nH]c(=O)n2-c1ccc2c(c1)OCO2 | 24 | -7 | -3
C=C(Br)Cn1c(-c2cccs2)nc2ccccc21 | 0 | -5 | -9
CC1=NOC(C)(C(=O)N2CCc3onc(-c4ccc(F)c(F)c4)c3C2)C1 (centres undefined) | 3 | nt | -5
CCn1c(C2CCN(C(=O)c3nn(C)c4ccccc34)CC2)nn(C)c1=O | 7 | -11 | -8
O=C(NC1CCCC1)N1CCN(S(=O)(=O)c2cc(F)ccc2F)CC1 | 6 | -5 | -7
CCC(CC)C(=O)NCCn1nc(-c2cccs2)ccc1=O | 0 | -8 | -2
Cn1nc(NC(=O)c2ccc(F)cc2F)c2c1NC(=O)CC2c1ccco1 (centres undefined) | -13 | -8 | -4
CN(C)S(=O)(=O)c1cccc(NC(=O)N2CCN(Cc3ccco3)CC2)c1 | 6 | -6 | -5
C1=C(c2ccccc2)CCN(c2ncnc3c2oc2ccccc23)C1 | 2 | -2 | 1
CCCS(=O)(=O)N1CCN=C1SCc1ccccc1 | -2 | -1 | -2
CCC(C)C(N)C(=O)Nc1nnc(-c2cccc(OC)c2)s1 (centres undefined) | 6 | nt | -2
CCOC(=O)C1CCCN(C(=O)c2cc(-c3ccc(F)cc3)nc3cc(-c4ccccc4)nn23)C1 (centres undefined) | 3 | -3 | 1
N#Cc1cccc(NC(=O)c2cnc3n(c2=O)CCS3)c1 | nt | -8 | -7
CC(C)N1CCCN(c2nc(-c3cccnc3)nc3c2cnn3C)CC1 | 18 | nt | 10
COc1ccc(CCNC(=O)C(=O)c2cn(CC(=O)N3CCCCCC3)c3ccccc23)cc1OC | -4 | nt | -6
CC1CCCCN1C(=O)CCC1(Cc2ccc(Cl)cc2)CCC(=O)N1 (centres undefined) | 5 | nt | -9
Cc1ccc(NC(=O)C(C)Cn2cncn2)c(C)c1 (centres undefined) | 1 | -6 | -4
COC(=O)C(C)Sc1ccc2nnc(-c3cccs3)n2n1 (centres undefined) | -3 | -2 | -4
CCCCN(CC(=O)Nc1cc(C(C)(C)C)nn1-c1ccc(OC)cc1)C(=O)C1C[C@H]1c1ccccc1 (some centres undefined) | nt | -4 | -5
Cc1ccccc1OCCN(C)C(C)C(=O)NC1CCCCC1 (centres undefined) | 0 | nt | -16

Some of these compounds in order of length of the SMILES, largest number first:
SMILES | NPYLR7 agonist | mcGAS inh | hcGAS lum
NC(=O)c1nc(-c2cccc(O)c2)nc2c1[nH]c(=O)n2-c1ccc2c(c1)OCO2 | 24 | -7 | -3
CN(C)S(=O)(=O)c1cccc(NC(=O)N2CCN(Cc3ccco3)CC2)c1 | 6 | -6 | -5
O=C(NC1CCCC1)N1CCN(S(=O)(=O)c2cc(F)ccc2F)CC1 | 6 | -5 | -7
CC1CCCCN1C(=O)CCC1(Cc2ccc(Cl)cc2)CCC(=O)N1 (centres undefined) | 5 | nt | -9
CCC(CC)C(=O)NCCn1nc(-c2cccs2)ccc1=O | 0 | -8 | -2
Cc1ccc(NC(=O)C(C)Cn2cncn2)c(C)c1 (centres undefined) | 1 | -6 | -4

Next section:
SMILES | NPYLR7 agonist | mcGAS inh | hcGAS lum
CCc1nc2ccc(C(=O)Nc3ccc(C(N)=O)cc3)cn2c1N(C)C(=O)c1cccc(OC)c1 | -5 | 1 | -1
CC(CNC(=O)N1CCCC1(C)C)CN(C)C(=O)OC(C)(C)C (centres undefined) | 2 | nt | -3
O=C(Nc1cccc(C(F)(F)F)c1)Nc1ccc2nc([C@@H]3O[C@H](CO)[C@@H](O)[C@H](O)[C@H]3O)[nH]c2c1 | 10 | -3 | -4
COc1ccccc1C(=O)Nc1cccc(-c2nc3ncccc3o2)c1 | -5 | -2 | -3
CCOC(=O)c1ccc(NC(=O)C2CC(=O)N(Cc3ccccc3)C(=Nc3ccccc3)S2)cc1 (centres undefined) | -10 | -8 | -6
COc1cc(OC)cc(C(=O)N2CCN(c3ccc(Br)cc3)C(=O)C2C)c1 (centres undefined) | 1 | -3 | 0
Cc1cccc2c1C(=O)NC1(CCN(C(=O)C(C)C)CC1)N2 | 15 | -6 | -3
Cc1nc2c(c(NCc3csc(-c4cnccn4)n3)n1)CCN(C)CC2 | 5 | nt | -5
CC(C)c1nc(=S)[nH]n1-c1ccccc1 | 4 | nt | -2
CCOC(=O)c1nn(-c2ccccc2)c(=O)cc1N1CCCc2ccccc21 | 7 | nt | -5
COc1ccccc1-n1c(SCc2nc(C(=O)Nc3ccc(F)cc3)cs2)nnc1-c1cccnc1 | 12 | -6 | -1
CCOC(=O)c1c(CSc2nc3ccccc3s2)n(-c2ccccc2)c2cc(Br)c(OC)cc12 | 11 | -6 | -5
COc1ccc(NC2CCCN(C(=O)CNC(C)=O)C2)cc1OC (centres undefined) | 18 | nt | -9
O=C(Cc1ccc(Cl)cc1)NCCc1c(-c2cccnc2)[nH]c2ccccc12 | 11 | nt | -8
CC(C)N(CC(=O)N1CCn2cccc2C1c1ccc(F)cc1F)C(=O)c1ccco1 (centres undefined) | nt | 0 | 0
CCOC(=O)CCC(=O)N1CCc2cc(OC)c(OC)cc2C1c1ccc(F)cc1 (centres undefined) | 10 | -5 | -4
CCNc1nnc(SCC(=O)NCC(=O)Nc2ccc(F)cc2)s1 | 9 | nt | -5
CC1Cc2cc(S(N)(=O)=O)ccc2N1CC(=O)NCc1ccc(Cl)cc1 (centres undefined) | 3 | -7 | -5
Fc1ccc(CN2CCN(c3c4c(nc5ncnn35)CCCC4)CC2)cc1 | 29 | -6 | -3
COc1c(O)cc2c(-c3ccccc3)cc(=O)oc2c1OC | -4 | -2 | -4
COCc1cc(N2CCCC2)nc(SCc2cccc(C(=O)NCCN3CCOCC3)c2)n1 | 10 | -6 | -7
COCCN(CC(=O)N(Cc1ccco1)Cc1cccn1C)C(=O)Nc1ccc(Cl)cc1Cl | -3 | -3 | -6
COc1cccc(/C=C2\C(=O)N(c3cccc(Cl)c3)N=C2C)c1 | -22 | 7 | 3
CCOC(=O)C(C)Sc1ccc2nnc(CCNC(=O)c3ccc(C)cc3)n2n1 (centres undefined) | -7 | -7 | -6
CCCNC(=O)C1(C)CCCN(Cc2csc3ccccc23)C1 (centres undefined) | -1 | nt | -3

An excerpt of these results, field by field:
N#Cc1cccc(NC(=O)c2cnc3n(c2=O)CCS3)c1
  NPYLR7 agonist = nt
  mcGAS inh = -8
  hcGAS lum = -7
CCOC(=O)C(C)Sc1ccc2nnc(CCNC(=O)c3ccc(C)cc3)n2n1 (centres undefined)
  NPYLR7 agonist = -7
  mcGAS inh = -7
  hcGAS lum = -6
COc1ccc(NC2CCCN(C(=O)CNC(C)=O)C2)cc1OC (centres undefined)
  NPYLR7 agonist = 18
  mcGAS inh = nt
  hcGAS lum = -9
CCc1c(C)c(C#N)c2nc3ccccc3n2c1NCCCN(C)C
  NPYLR7 agonist = 5
  mcGAS inh = nt
  hcGAS lum = -7

(cont.)
SMILES | NPYLR7 agonist | mcGAS inh | hcGAS lum
CC(C)(C)Cc1nc(-c2cccc(C(=O)O)c2)no1 | 10 | nt | -9
CCOC(=O)CSc1nnc(CNC(=O)C23CC4CC(CC(C4)C2)C3)n1CCc1ccccc1 | -1 | -7 | -4
CC(C)CC(=O)Nc1cc(C(=O)N(C)C(C)C)ccc1Cl | -2 | nt | -2
C=C(C)CNC(=S)NN=C(C)c1ccc(C)o1 | -7 | nt | -4
Cc1cc(C)n2ncc(CN(Cc3noc(C)n3)C(C)C)c2n1 | 15 | -13 | -8
CCC(=O)N(CCOC)CC(=O)Nc1cc(C(C)(C)C)nn1-c1ccc(C)cc1C | -2 | -4 | -3
COc1cc(-c2ccc(SC3CCCC3)nn2)cc(OC)c1OC | -24 | 3 | 7
Cc1ccccc1CO[C@]1(C(=O)NCCN2CCOCC2)CC(OCc2cccc(F)c2F)[C@H](O)[C@H](O)C1 (some centres undefined) | 22 | -4 | -3
CCc1[nH]n(-c2cccc(Cl)c2)c(=O)c1C1=C([n+]2ccc(C)cc2)C(=O)N(C2CCCCC2)C1=O | 8 | -11 | -4
COc1cc(-c2[nH]nc3nccc(-c4cccnc4)c23)cc(OC)c1OC | -1 | -1 | -2
COc1ccccc1N1C(=O)CSC1c1cccc(NC(=O)c2ccc(F)cc2)c1 (centres undefined) | 5 | -3 | -5
COCCn1c(=NC(=O)CCS(=O)(=O)c2ccccc2)sc2c(OC)ccc(OC)c21 | 17 | -7 | -7
Cc1cccc2sc(N(Cc3ccccn3)C(=O)c3ccccc3)nc12 | 1 | -8 | -7
COc1ncc(-c2ccc(-c3ccn[nH]3)cc2)c(OC)n1 | 6 | -18 | -4
FC(F)(F)C12CC(c3ccccc3)=NCCN1CCN2 (centres undefined) | 3 | nt | 1
CCN1C(=O)N(Cc2cccc(OC)c2)C(=O)C12CCN(CC(c1ccccc1)c1ccccc1)CC2 | 9 | -12 | -7
CC(C)N(Cc1nccn1Cc1ccccc1C(F)(F)F)C(=O)C1CC1 | 6 | -5 | -5
CCn1cc(C(=O)NCc2ccc(O)c(OC)c2)c(C)n1 | 5 | 3 | 1
COCCn1c(C)cc(C(=O)COC(=O)C23CCC(=O)N2c2ccccc2C(=O)N3C2CC2)c1C (centres undefined) | -7 | nt | -7
Cc1cc(-c2cc3c(n(Cc4cccnc4)c2=O)CCN(C(=O)c2nonc2C)C3)ccc1F | 17 | -7 | -20
CCOC(=O)c1ccc(NC(=O)N(CC(=O)N(CCc2ccc(OC)c(OC)c2)Cc2ccco2)C(C)CC)cc1 (centres undefined) | nt | -1 | 3
CCNC(=O)c1ccc(N2CCN(Cc3ccc4c(c3)OCCO4)CC2)nc1 | 1 | nt | -3
COc1ccccc1C(=O)Oc1coc(CSc2nc(C)cs2)cc1=O | 0 | 7 | -4
OC(COc1c(Cl)cccc1Cl)CN1CCCN(C2CC2)CC1 (centres undefined) | 6 | nt | -10
Cc1ccncc1C(=O)N1CCN(C)C(C(=O)O)C1 (centres undefined) | 6 | nt | -8
SMILES | NPYLR7 agonist | mcGAS inh | hcGAS lum
O=C(Cn1cncn1)NN=Cc1ccc([N+](=O)[O-])o1 | 13 | nt | -5
O=C(CSc1ccc(-c2ccc(-n3cccn3)cc2)nn1)NCCc1ccccc1 | 0 | -7 | -6
O=C(c1csc(-c2cnn(-c3ccccc3)c2)n1)N1CC(O)C1 | 3 | nt | -5
O=C(Nc1ccc(F)cc1)C(C1CCCC1)N1CCN(C(=O)c2ccc3c(c2)OCO3)CC1 (centres undefined) | 0 | -1 | -3
C1CCN2CCC[C@@H](CNc3nc4nonc4nc3N3CCCC3)[C@H]2C1 | 18 | nt | -10
Cn1cnc(S(=O)(=O)NC(Cc2ccccc2)c2ccccc2)c1Cl (centres undefined) | 3 | -16 | -6
Cn1cc(CN(Cc2ccc(-n3ccnc3)cc2)C2CC2)cn1 | 6 | -16 | -2
O=S(=O)(Nc1cnc(-c2ccccc2)nc1)c1ccc(F)c(F)c1 | -3 | -16 | -2
CC(C)c1cccc(Oc2cnn(-c3ccccc3)c(=O)c2Nc2cccc(C(=O)NCc3cccnc3)c2)c1 | -5 | 1 | -2
COc1ccc(C2CC(c3ccc(C)cc3C)=NN2C(=O)CN2CCCCC2)c(OC)c1 (centres undefined) | -2 | -4 | 2
CCC(OC1CCCCC1)C(=O)NCc1ccc(C(=O)NC)cc1 (centres undefined) | 8 | nt | -11
CC(C)CCC(=O)N1CCC2(CC1)CN(c1ncccn1)CC2CO (centres undefined) | nt | -7 | -12
C/C(=C/c1ccc(F)cc1)C(=O)Nc1ccc(NS(C)(=O)=O)cc1 | 0 | nt | -9
Cc1ccc(S(=O)(=O)NC(=O)NCc2ccc(CN(C)C)cc2)cc1 | -2 | nt | -5
CCOc1ccc(-n2ccn3c(=O)n(Cc4c(F)cccc4Cl)nc3c2=O)cc1 | -4 | -8 | -8
Cc1ncsc1CNC(=O)N1CCN(c2ccccc2Cl)CC1 | -7 | nt | -4
COc1ccccc1C(=O)N(Cc1ccco1)Cc1c(-c2ccc(F)cc2)noc1N1CCOCC1 | nt | -8 | -4
CC(C)Cn1c(C2CC(=O)N(c3ccccc3)C2)nc2ccccc21 (centres undefined) | 7 | -7 | -8
O=C(CCC1CCCN(C(=O)c2ccc3c(c2)OCCO3)C1)NCc1ccc(F)c(F)c1 (centres undefined) | 1 | -8 | -10
Cc1cn2nc(NCc3ccccc3F)sc2n1 | 4 | -7 | -7
CCOCCCN(CC(=O)N1CCc2sccc2C1c1ccc(Cl)cc1Cl)S(=O)(=O)c1cc(Cl)ccc1Cl (centres undefined) | -2 | -5 | -8
CCc1nc(C)c(C(=O)NCc2ccc3[nH]c4c(c3c2)CCCC4)o1 | nt | -13 | -3
Cc1ccn2c(=O)c(NC(=O)c3ccc4c(c3)OCO4)c(C)nc2c1 | 5 | nt | -10
CC(=S)Nc1ccc2c(c1)OCO2 | 6 | nt | -5

Individual results from the entries so far.
hcGAS lum with `CC1Cc2cc(S(N)(=O)=O)ccc2N1CC(=O)NCc1ccc(Cl)cc1` (centres undefined) : -5
hcGAS lum with `C1CCN2CCC[C@@H](CNc3nc4nonc4nc3N3CCCC3)[C@H]2C1` : -10
